# High-throughput results from PubChem.
# GPR35 antagonists: inhibition of zaprinast-stimulated GPR35 beta-arrestin translocation – imaging, U2OS, beta-arrestin-GFP, zaprinast agonist, primary screen (AID 2058). U2OS GPR35 beta-arrestin-GFP translocation imaging, zaprinast antagonism; higher % means a stronger effect. inhibition, % at 10 µM, or IC50 in µM where a hit was titrated. 290,000 tested, 0.052% active;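 active means inhibition of at least 50% with at least 30 cells and total cytoplasm GFP at most 10,000,000; inconclusive means under 30 cells or total GFP of 10,000,000 plus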
# SIAH1 antagonists: Siah-1 peptide-binding antagonists, primary screen, biochemical, fluorescence polarization, rhodamine-plectin, uHTS (AID 1817); Siah-1 / rhodamine-plectin peptide fluorescence polarization; higher % means a stronger effect; one-dose displacement, % at 20 µM; IC50 in µM for titrated hits; 290,000 tested, 0.02% active;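 active means displacement of at least 50% at 20 µM, with a fluorescence ratio check between 0.3 and a set limit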;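 further: plate controls were Siah plus tracer with DMSO for no effect and tracer alone without Siah for full effect; strong numbers were not always called active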
# NS5 inhibitors: flavivirus cap methylation enzyme inhibition – biochemical, confirmation dose response, primary screen (AID 588689); Dengue-2 NS5 methyltransferase capping enzyme assay, biochemical; higher % means a stronger effect; one-dose inhibition, % at 25 µM; IC50 in µM for titrated hits; 340,000 tested, 0.3% active; in the data active means a potency from the dose series; inconclusive means inhibition above about 29% without an active follow-up result
# GPR55 beta-arrestin: selective activators of receptor GPR55 – imaging, U2OS cells, beta-arrestin-GFP redistribution, primary screen (AID 1961); U2OS GPR55 beta-arrestin-GFP redistribution imaging; higher % means a stronger effect; 290,000 tested, 0.048% active; one-dose activation, % at 10 µM; EC50 in µM for titrated hits;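 active means activation above 40% with more than 50 cells counted in the well; inconclusive means wells holding fewer than 50 cells, flagged as toxic or sparse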;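 further: U2OS osteosarcoma cells stably expressing GPR55 and beta-arrestin-GFP; plate controls were DMSO negative control for no effect and LPI positive control for full effect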
# UTI89 phage lysis: protection from phage-mediated lysis, alamar blue read-out – E. coli UTI89, K1F phage, bacterial capsule biogenesis inhibitors (AID 488966). E. coli UTI89 K1F phage lysis, alamar blue, 2 h; higher % means a stronger effect. one-dose inhibition, % at 100 µM; IC50 in µM for titrated hits. 340,000 tested, 0.02% active;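 active means phage lysis inhibition, versus mean bacterial control, above a set limit; inconclusive means no clear call, values can overlap the other calls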;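 further: capsule biogenesis inhibitors block K1F phage lysis so surviving cells raise fluorescence; higher fluorescence means more inhibition of phage lysis; actives were called in the ten point dose series up to 300 µM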
# NTR1 agonist: agonists of NTR1, primary screen, imaging, U2OS cells, beta-arrestin-GFP, high content (AID 493036) | P30989 | NTR1-U2OS beta-arrestin-GFP spot imaging, agonist mode | activation, % at 20 µM | 330,000 tested, 0.17% active;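 active means activation at or above 40% of the spot to cytoplasm intensity ratio, with at least 20 cells analyzed; inconclusive means wells under 20 cells, flagged as cytotoxic or low count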;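 further: 0% = DMSO without peptide and 100% = 100 nM NTR1 peptide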
# Target sequence (P30989 whole entry, looked up): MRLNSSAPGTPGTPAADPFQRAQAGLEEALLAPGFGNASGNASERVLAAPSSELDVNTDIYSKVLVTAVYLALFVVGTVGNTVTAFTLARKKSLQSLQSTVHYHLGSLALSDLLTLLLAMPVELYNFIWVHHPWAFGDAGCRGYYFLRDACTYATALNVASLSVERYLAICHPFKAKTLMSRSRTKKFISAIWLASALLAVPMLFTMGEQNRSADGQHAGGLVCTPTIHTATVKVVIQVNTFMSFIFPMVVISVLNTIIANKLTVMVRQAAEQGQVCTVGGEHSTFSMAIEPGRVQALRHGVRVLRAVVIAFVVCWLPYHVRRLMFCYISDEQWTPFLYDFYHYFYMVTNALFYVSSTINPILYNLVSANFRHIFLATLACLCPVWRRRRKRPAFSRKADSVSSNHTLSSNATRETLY
# AID2073: disruptors of CaV2.2 binding to Mint1 – biochemical, HTRF (AID 2073); HTRF protein-protein interaction, Mint1-CaV2.2; higher % means a stronger effect; one-dose inhibition, % at 20 µM; IC50 in µM for titrated hits; 290,000 tested, 0.19% active; in the data active means inhibition mostly above about 51%, no sharp cut-off; inconclusive means no clear call, values can overlap the other calls; inactive means mostly below about 53%; further: some results filed as inactive read as strong as hits
# GPR55 antagonists: GPR55 antagonists blocking LPI-driven arrestin recruitment, primary screen, imaging, U2OS, beta-arrestin-GFP, LPI agonist (AID 2013) | U2OS GPR55 beta-arrestin-GFP translocation imaging, LPI antagonism; higher % means a stronger effect | inhibition, % at 10 µM, or IC50 in µM where a hit was titrated | 290,000 tested, 0.13% active;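 active means spots per cell inhibited over 60%, with over 100 cells counted and total cytoplasm intensity under 500,000; inconclusive means wells with under 100 cells, flagged as likely toxic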;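 further: U2OS cells stably carrying GPR55 and arrestin-GFP stimulated by 5 µM LPI near EC80; imaged beta-arrestin-GFP aggregate spots per cell after agonist stimulation; plate controls were LPI-stimulated DMSO wells for no effect and DMSO wells without LPI for full effect; some results filed as inactive read as strong as hits; confirmed hits need IC50 under 10 µM and bright autofluorescent wells are also inconclusive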
# HIV fusion peptide: inhibitors of HIV fusion peptide binding, primary screen, biochemical, uHTS, fluorescence dequenching (AID 1986); inhibition, % at 20 µM, or IC50 in µM where a hit was titrated; 290,000 tested, 0.3% active; cell-free peptide binding, fluorescence dequenching, 30 min; higher % means a stronger effect; in the data active means inhibition mostly above about 52%, no sharp cut-off; inactive means mostly below about 76%; further: some results filed as inactive read as strong as hits
# NTR1 agonist cell count 20 µM: further read-out of NTR1 agonist, marked with its call; cell count; measured here: cell count, cytotoxicity flag
# NS5 inhibitors pilot replicate: further read-out of NS5 inhibitors, marked with its call; inhibition, %; measured here: pilot screen replicate inhibition
# The depositor's hits bear a star; ? = inconclusive; · = no result given; [ ] = dose if it differs, or a comment. No enrichment for hits; any-hit rate near 1.2%.
# Preview:
SMILES,GPR35 antagonists,SIAH1 antagonists,NS5 inhibitors,GPR55 beta-arrestin,UTI89 phage lysis,NTR1 agonist,NTR1 agonist cell count 20 µM,AID2073,GPR55 antagonists,HIV fusion peptide,others
COc1ccc(NC(=S)NC(=O)/C=C/c2ccccc2)cc1,-5%,10%,-1%,-0.3%,0.0%,-2.0,52,1%,-8%,0.4%,NS5 inhibitors pilot replicate=-4.2
COCCCN(CC(=O)Nc1ccc(N2CCOCC2)cc1)S(=O)(=O)c1ccc(C)cc1,10%,-3%,-1%,-0.5%,0.3%,-1.3,54,18%,16%,-1.1%,

# Results, from the first entry:
SMILES,GPR35 antagonists,SIAH1 antagonists,NS5 inhibitors,GPR55 beta-arrestin,UTI89 phage lysis,NTR1 agonist,NTR1 agonist cell count 20 µM,AID2073,GPR55 antagonists,HIV fusion peptide,others
COc1ccc(NC(=S)NC(=O)/C=C/c2ccccc2)cc1,-5%,10%,-1%,-0.3%,0.0%,-2.0,52,1%,-8%,0.4%,NS5 inhibitors pilot replicate=-4.2
COCCCN(CC(=O)Nc1ccc(N2CCOCC2)cc1)S(=O)(=O)c1ccc(C)cc1,10%,-3%,-1%,-0.5%,0.3%,-1.3,54,18%,16%,-1.1%,
CC(C)c1ccc(Nc2nc(CC(=O)O)cs2)cc1,2%,1%,-20%,0.5%,0.0%,2.5,76,24%,-10%,4.3%,
CC(/C=N/NC(=O)c1nnn(-c2nonc2N)c1C)=C\c1ccccc1,10%,8%,-3%,-0.2%,-0.1%,-0.9,47,10%,4%,0.5%,
Cc1ccc(-n2nc(C)c3c2OC(N)=C(C#N)C3c2cccs2)cc1 (configuration not stated),14%,-4%,2%,-0.3%,0.2%,1.8,69,-4%,-2%,4.3%,
CCCc1nc2c(nnn2Cc2ccccc2F)c(=O)[nH]1,-6%,1%,-6%,-0.1%,6.1%,-1.3,41,4%,5%,-2.9%,
Cc1cc(Cl)ccc1OC(C)C(=O)NCCCn1ccnc1 (configuration not stated),7%,8%,-12%,-1.0%,3.4%,2.6,31,-11%,6%,2.9%,
COc1ccc(OC)c(-c2cc(C(=O)N3CCN(c4ccccc4)CC3)no2)c1,-16%,0%,-5%,-0.2%,7.1%,6.2,60,0%,16%,-2.3%,
COc1ccc2oc(=O)cc(CN3CCOCC3)c2c1,2%,-1%,-8%,0.4%,-0.3%,1.2,64,3%,6%,-0.3%,
Cc1cc2nc3c(=O)n(C4CCCCC4)c(=O)[nH]c3nc2cc1N,8%,-7%,?,-0.3%,0.1%,·,·,28%,6%,67%*,
O=C(COC(=O)c1ccc(Cl)nc1)Nc1cc(S(=O)(=O)N2CCCCC2)ccc1Cl,-5%,-7%,-7%,-0.7%,2.1%,2.9,56,18%,-7%,-0.4%,
CCN(CC)CCn1c(NC(=O)c2ccc(Cl)cc2)nc2ccccc21,14%,4%,-1%,-0.1%,0.6%,-1.7,36,2%,2%,1.5%,
Cc1ccc(NCc2nnc(SCC(=O)c3ccccc3)n2Cc2ccco2)c(C)c1,-3%,3%,2%,-0.2%,1.5%,1.3,72,6%,0%,7.3%,
C1CC1Cc1noc(CN2CCN(CC3CC3)CC2)n1,1%,0%,-1%,-0.1%,3.6%,-0.3,65,2%,11%,-1.1%,
Cc1cc(C)nc(SCCc2ccncc2)n1,10%,3%,-1%,-0.1%,0.3%,1.2,87,-35%,-2%,-0.4%,
COc1ccc(NC(=O)Nc2ccc3nc(C)c(C)nc3c2)cc1,5%,-6%,-10%,-0.1%,-0.3%,1.0,46,1%,0%,1.6%,
Cc1cc(Nc2ccc(C)c(Cl)c2)nc(N2CCOCC2)n1,12%,6%,·,-0.1%,·,6.8,51,6%,87%,-0.4%,
CCc1nnc(NC(=O)CSc2nnc(-c3ccccc3NC(=O)c3ccccc3)o2)s1,0%,-8%,-2%,-0.2%,0.9%,0.2,33,5%,-4%,-3.4%,
Cc1cccc(NC(=O)c2cc([N+](=O)[O-])ccc2NC2CCCCC2)c1,1%,-3%,-2%,-0.3%,-0.1%[50 µM],5.9,49,1%,6%,-1.7%,
CCOc1ccc2nc(NCCCNS(=O)(=O)c3ccccc3)c(C#N)cc2c1,-4%,6%,7%,0.2%,1.0%,2.7,89,-1%,2%,-0.1%,
Cc1ccc(NC(=O)CC(N)=S)cc1,-8%,-8%,-1%,0.2%,-1.6%,0.6,45,-10%,6%,-0.7%,
COc1ccc(OCC(=O)Nc2nnc(C)s2)cc1,3%,2%,-5%,-0.1%,0.2%,-0.8,56,-5%,-3%,-1.0%,
CCOc1ccccc1N1CCN(C(=S)Nc2ccc(S(=O)(=O)Nc3ncccn3)cc2)CC1,0%,-4%,-7%,0.3%,-0.3%,0.3,72,27%,12%,-1.2%,
COc1cc2ccccc2cc1C(=O)Nc1ccccc1C,-7%,3%,1%,-0.1%,-0.1%,11,57,9%,22%,0.9%,NS5 inhibitors pilot replicate=-1.8
N#Cc1ccc(Oc2cnccn2)cc1,8%,-7%,-1%,-0.1%,-0.1%,0.0,77,20%,4%,-1.2%,

# (next part)
SMILES,GPR35 antagonists,SIAH1 antagonists,NS5 inhibitors,GPR55 beta-arrestin,UTI89 phage lysis,NTR1 agonist,NTR1 agonist cell count 20 µM,AID2073,GPR55 antagonists,HIV fusion peptide,others
CC(C)(C)c1ccc(Cn2nnc3c(=O)[nH]c(C4CCCN(C(=O)c5ccco5)C4)nc32)cc1 (configuration not stated),3%,-6%,-6%,-0.1%,-0.5%,6.2,56,17%,2%,-0.1%,
O=C(O)c1ccc2c3n(nc2c1)-c1ccc(Cl)cc1CO3,16%,-3%,·,-0.2%,·,0.6,55,16%,13%,18%,
COCCn1c(C)cc(C(=O)COC(=O)CCc2ccc(S(=O)(=O)N3CCOCC3)cc2)c1C,-17%,5%,4%,-0.2%,-0.3%,-2.3,81,-3%,2%,-4.9%,
CCCc1cc(NCCCCO)n2c(nc3ccccc32)c1C#N,-1%,0%,-1%,0.0%,-0.1%,9.0,93,28%,0%,0.4%,
CC(=O)N1CCN(CC(=O)Nc2ccccc2C(=O)NCc2ccc(C)cc2)CC1,-7%,0%,-1%,-0.1%,0.1%,0.5,61,9%,14%,-1.6%,
COc1ccccc1C(=O)NCCC(=O)Nc1ccc(OC(F)(F)F)cc1,5%,-6%,-3%,0.0%,0.2%,-0.5,49,-6%,-13%,0.8%,
Cc1ccc(CNC(=O)c2cccc(S(C)(=O)=O)c2)cc1,-2%,0%,10%,0.0%,0.9%,-1.8,40,-1%,-5%,-2.8%,
CCOc1ccc(/C=C2\SC(=S)N(Nc3ccccc3)C2=O)cc1OC,20%,6%,8%,-0.2%,0.0%,2.0,89,-3%,5%,2.4%,
Cc1cccc(NC(=O)CN2C(=O)S/C(=C\c3cc(C)n(C)c3C)C2=O)c1,15%,-1%,-12%,-0.1%,4.2%,1.4,52,13%,-6%,30%,
OC1CCCN(Cc2cn(Cc3ccccc3)nc2-c2cc3ccccc3o2)C1 (configuration not stated),8%,-2%,-2%,-0.1%,-0.6%,0.8,44,-7%,11%,-2.0%,
O=C(NNC(=O)c1ccc(NC(=O)c2ccccc2)cc1)Nc1ccccc1,2%,29%,-8%,0.2%,0.3%,1.8,35,39%,3%,4.2%,
CCOC(=O)Cn1cnc2c(nnn2-c2ccc(OC)cc2)c1=O,-11%,3%,-17%,0.3%,4.8%,1.3,52,2%,12%,0.1%,
CCCCNCc1cccn1-c1ccccc1,-2%,1%,5%,-0.2%,-0.7%,-1.5,46,4%,15%,0.8%,
COc1cc(NC(=O)Cn2cnc(S(=O)(=O)N3CCCCC3)c2)cc(OC)c1OC,3%,-1%,-8%,0.0%,0.2%,-1.0,56,9%,-3%,-2.4%,
O=C(COc1cc2oc(=O)c3c(c2cc1Cl)CCCC3)NCC1CCC(C(=O)O)CC1 (configuration not stated),-12%,-5%,-6%,-0.1%,-0.3%,2.7,60,6%,-6%,0.7%,
COc1ccc2[nH]c(C)c(C(=O)CN3CCc4cc(OC)c(OC)cc4C3)c2c1,-1%,1%,-1%,0.0%,0.9%,0.1,72,11%,33%,-3.6%,
C=CCNC(=S)N/N=C(\C)c1ccc(OC)cc1,12%,1%,-2%,1.1%,-0.1%,4.2,94,-8%,5%,0.4%,
CCc1cccc2c(C#N)cn(CC(=O)NCc3ccco3)c12,-10%,-4%,-10%,-0.2%,-0.4%,-0.5,54,-2%,-10%,0.0%,
Cc1ccc(NC(=O)CN(C)C(=O)c2n[nH]c(=O)c3ccccc23)cc1,-3%,6%,·,0.0%,0.0%,-0.4,53,-1%,6%,-0.8%,
CC(=O)Nc1ccc(-c2csc(NCCc3ccccc3)n2)cc1,3%,-7%,-15%,-0.1%,0.3%,1.2,45,-11%,6%,2.9%,
CCN(C(=O)COC(=O)CNC(=O)c1ccc2ccccc2c1)C1CCS(=O)(=O)C1 (configuration not stated),47%,-4%,0%,-0.3%,0.8%,0.0,31,-1%,3%,-1.3%,
Cc1ccc(C)c(CSc2nnc(CCN)o2)c1,7%,-1%,-4%,-0.1%,0.4%,0.1,76,-13%,1%,-1.0%,
CC(C)(C)c1ccc(S(=O)(=O)NCc2ccc(C(=O)NCc3ccccn3)cc2)cc1,13%,2%,1%,0.3%,2.5%,0.2,41,10%,9%,-2.3%,

# 4 compounds drawn at random from the list so far, as already listed:
SMILES,GPR35 antagonists,SIAH1 antagonists,NS5 inhibitors,GPR55 beta-arrestin,UTI89 phage lysis,NTR1 agonist,NTR1 agonist cell count 20 µM,AID2073,GPR55 antagonists,HIV fusion peptide,others
Cc1ccc(CNC(=O)c2cccc(S(C)(=O)=O)c2)cc1,-2%,0%,10%,0.0%,0.9%,-1.8,40,-1%,-5%,-2.8%,
Cc1ccc(C)c(CSc2nnc(CCN)o2)c1,7%,-1%,-4%,-0.1%,0.4%,0.1,76,-13%,1%,-1.0%,
OC1CCCN(Cc2cn(Cc3ccccc3)nc2-c2cc3ccccc3o2)C1 (configuration not stated),8%,-2%,-2%,-0.1%,-0.6%,0.8,44,-7%,11%,-2.0%,
CCOC(=O)Cn1cnc2c(nnn2-c2ccc(OC)cc2)c1=O,-11%,3%,-17%,0.3%,4.8%,1.3,52,2%,12%,0.1%,
